Screening data from PubChem.
Yfh1-off respiration = enhancers of respiration in Yfh1-depleted yeast, dose response, Friedreich's ataxia, plus single-dose screen (AID 1465) | S. cerevisiae Yfh1-off respiration, WST-1 reduction, 72 h; higher fold induction means a stronger effect | fold induction at 50 µM, or EC50 in µM where a hit was titrated | 220,000 tested, 0.074% active;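 active = fold induction of absorbance versus untreated yeast above a set limit, then at least 30% activation at any dose in follow-up; inconclusive = repeats straddling the limit, or above it without dose testing; inactive = fold induction below the set limit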;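 also: activators that raise dye reduction in frataxin-depleted yeast; strong numbers were not always called active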
GPR55 beta-arrestin = GPR55 agonists via beta-arrestin recruitment, primary screen, imaging, U2OS cells, beta-arrestin-GFP redistribution (AID 1961); U2OS GPR55 beta-arrestin-GFP redistribution imaging; higher % means a stronger effect; one-dose activation, % at 10 µM; EC50 in µM for titrated hits; 290,000 tested, 0.048% active;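 active = activation above 40% with more than 50 cells counted in the well; inconclusive = wells holding fewer than 50 cells, flagged as toxic or sparse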;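 also: U2OS osteosarcoma cells stably expressing GPR55 and beta-arrestin-GFP; plate controls were DMSO negative control for no effect and LPI positive control for full effect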
NS5 inhibitors = Dengue-2 NS5 methyltransferase inhibitors, primary screen, biochemical, confirmation dose response (AID 588689); Genome polyprotein (Dengue virus type 2 (strain 16681-PDK53)); Dengue-2 NS5 methyltransferase capping enzyme assay, biochemical; higher % means a stronger effect; inhibition, % at 25 µM; hits with a dose series show IC50 in µM; 340,000 tested, 0.3% active; in the data active = a potency from the dose series; inconclusive = inhibition above about 29% without an active follow-up result
MgcRacGAP inhibition = MgcRacGAP GTPase-activating activity inhibitors, confirmation, biochemical, ADP Hunter fluorescence; Rac GTPase-activating protein 1 (Homo sapiens); MgcRacGAP-stimulated Rac1 GTP hydrolysis, ADP Hunter fluorescence; higher % means a stronger effect; GST-tagged Rac1 F28L mutant substrate; inhibition, % at 30 µM; hits with a dose series show IC50 in µM; 340,000 tested, 0.6% active; AID 624330, 2012;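 active = first-screen hits whose inhibition reached a set limit at any dose in the follow-up dose series; inconclusive = inhibition above the set first-screen limit but never retested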;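 also: fluorescence reports GDP produced by GAP-driven GTP hydrolysis; strong numbers were not always called active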
GPR55 LPI antagonism = GPR55 antagonists blocking LPI-driven arrestin recruitment, primary screen, imaging, U2OS, beta-arrestin-GFP, LPI agonist (AID 2013). G-protein coupled receptor 55 (Homo sapiens). inhibition, % at 10 µM, or IC50 in µM where a hit was titrated. 290,000 tested, 0.13% active. U2OS GPR55 beta-arrestin-GFP translocation imaging, LPI antagonism; higher % means a stronger effect;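 active = spots per cell inhibited over 60%, with over 100 cells counted and total cytoplasm intensity under 500,000; inconclusive = wells with under 100 cells, flagged as likely toxic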;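 also: U2OS cells stably carrying GPR55 and arrestin-GFP stimulated by 5 µM LPI near EC80; imaged beta-arrestin-GFP aggregate spots per cell after agonist stimulation; plate controls were LPI-stimulated DMSO wells for no effect and DMSO wells without LPI for full effect; some results filed as inactive read as strong as hits; confirmed hits need IC50 under 10 µM and bright autofluorescent wells are also inconclusive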
AID2073 = inhibitors of Mint1-CaV2.2 protein interaction, biochemical, HTRF (AID 2073); 290,000 tested, 0.19% active; inhibition, % at 20 µM; hits with a dose series show IC50 in µM; HTRF protein-protein interaction, Mint1-CaV2.2; higher % means a stronger effect; Voltage-dependent N-type calcium channel subunit alpha-1B (Homo sapiens); in the data active = inhibition mostly above about 51%, no sharp cut-off; inconclusive = no clear call, values can overlap the other calls; inactive = mostly below about 53%; also: some results filed as inactive read as strong as hits
Large T inhibition = SV40 large T antigen inhibitors, biochemical (AID 1903). SV40 large T antigen ATPase/helicase inhibition assay; higher % means a stronger effect. 310,000 tested, 0.39% active. inhibition, % at 20 µM; hits with a dose series show IC50 in µM; in the data active = a potency from the dose series; inconclusive = inhibition mostly from about 32% at the one dose, without a potency; inactive = the rest, 99 in 100 with inhibition below about 32%; also: strong numbers were not always called active
NTR1 agonist = agonists of NTR1, primary screen, imaging, U2OS cells, beta-arrestin-GFP, high content (AID 493036); Neurotensin receptor type 1 (Homo sapiens), P30989; NTR1-U2OS beta-arrestin-GFP spot imaging, agonist mode; activation, % at 20 µM; 330,000 tested, 0.17% active;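 active = activation at or above 40% of the spot to cytoplasm intensity ratio, with at least 20 cells analyzed; inconclusive = wells under 20 cells, flagged as cytotoxic or low count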;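 also: 0% = DMSO without peptide and 100% = 100 nM NTR1 peptide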
Target sequence (P30989 whole entry, looked up): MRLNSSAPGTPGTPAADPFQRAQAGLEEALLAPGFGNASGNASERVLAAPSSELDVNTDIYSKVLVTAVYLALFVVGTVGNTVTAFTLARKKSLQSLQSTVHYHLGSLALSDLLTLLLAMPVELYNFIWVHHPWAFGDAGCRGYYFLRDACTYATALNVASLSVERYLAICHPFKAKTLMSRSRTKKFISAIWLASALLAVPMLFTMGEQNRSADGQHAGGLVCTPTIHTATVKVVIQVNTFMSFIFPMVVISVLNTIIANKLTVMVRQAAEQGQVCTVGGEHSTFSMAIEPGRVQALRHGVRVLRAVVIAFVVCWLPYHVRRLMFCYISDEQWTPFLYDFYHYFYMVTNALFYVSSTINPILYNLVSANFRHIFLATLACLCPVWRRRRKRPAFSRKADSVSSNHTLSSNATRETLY
GPR35 arrestin U2OS = GPR35 antagonists blocking zaprinast-driven arrestin recruitment, primary screen, imaging, U2OS, beta-arrestin-GFP, zaprinast agonist (AID 2058) | G-protein coupled receptor 35 (Homo sapiens) | U2OS GPR35 beta-arrestin-GFP translocation imaging, zaprinast antagonism; higher % means a stronger effect | inhibition, % at 10 µM, or IC50 in µM where a hit was titrated | 290,000 tested, 0.052% active;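 active = inhibition of at least 50% with at least 30 cells and total cytoplasm GFP at most 10,000,000; inconclusive = under 30 cells or total GFP of 10,000,000 plus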
NTR1 agonist cell count 20 µM = also measured in NTR1 agonist; calls as there; cell count; measured here: cell count, cytotoxicity flag
* hit, by the source's call.

Results for Cc1cc2nc(-c3cccc(NC(=O)c4ccc(Br)o4)c3)oc2cc1C ?
Yfh1-off respiration: inactive; GPR55 beta-arrestin: 0.2%; NS5 inhibitors: 1%; MgcRacGAP inhibition: 11%; GPR55 LPI antagonism: 22%; AID2073: 4%; Large T inhibition: 15%; NTR1 agonist: 10; GPR35 arrestin U2OS: 9%; NTR1 agonist cell count 20 µM: 48

Results for CC(C)(C)NC(=O)COC(=O)c1cc(Cl)ccc1[N+](=O)[O-] ?
Yfh1-off respiration: inactive; GPR55 beta-arrestin: -0.3%; NS5 inhibitors: -10%; MgcRacGAP inhibition: 3%; GPR55 LPI antagonism: 12%; AID2073: -5%; Large T inhibition: 4%; NTR1 agonist: 0.3; GPR35 arrestin U2OS: 4%; NTR1 agonist cell count 20 µM: 51

Results for C/C(=N\Nc1nc(C)cc(=O)[nH]1)C1CC1 ?
Yfh1-off respiration: inactive; GPR55 beta-arrestin: 0.5%; NS5 inhibitors: 0%; MgcRacGAP inhibition: 10%; GPR55 LPI antagonism: 3%; AID2073: 46%; Large T inhibition: 17%; NTR1 agonist: 1.4; GPR35 arrestin U2OS: 12%; NTR1 agonist cell count 20 µM: 104

Results for Cc1ccc(OCCC(=O)OCC(=O)NNC(=O)c2ccccc2)cc1 ?
NS5 inhibitors: -4%; MgcRacGAP inhibition: 3%; Large T inhibition: 10%; NTR1 agonist: -0.2; NTR1 agonist cell count 20 µM: 54

Results for CCOC(=O)c1ccccc1NC(=O)Cn1cnc2c(cnn2C(C)(C)C)c1=O ?
Yfh1-off respiration: inactive; GPR55 beta-arrestin: 0.3%; NS5 inhibitors: 3%; MgcRacGAP inhibition: 13%; GPR55 LPI antagonism: 12%; AID2073: -2%; Large T inhibition: 2%; NTR1 agonist: 0.0; GPR35 arrestin U2OS: -3%; NTR1 agonist cell count 20 µM: 45

How did Cc1cc(Br)ccc1NC(=O)C1CCN(C(=O)c2ccco2)CC1 do in these assays?
GPR55 beta-arrestin: 0.6%; NS5 inhibitors: -5%; MgcRacGAP inhibition: -7%; GPR55 LPI antagonism: 8%; AID2073: 30%; Large T inhibition: 3%; NTR1 agonist: -1.1; GPR35 arrestin U2OS: 26%; NTR1 agonist cell count 20 µM: 55

How did O=C(NCCc1ccccn1)C1CCCN1S(=O)(=O)c1ccc(Cl)cc1 (stereo not drawn) do in these assays?
GPR55 beta-arrestin: -0.1%; NS5 inhibitors: 2%; MgcRacGAP inhibition: 5%; GPR55 LPI antagonism: 7%; AID2073: -8%; Large T inhibition: 7%; NTR1 agonist: -1.7; GPR35 arrestin U2OS: -4%; NTR1 agonist cell count 20 µM: 24

What do the screens show for `CCOc1cc(/C=C2\NC(=S)N(c3c(C)n(C)n(-c4ccccc4)c3=O)C2=O)ccc1O`?
Yfh1-off respiration: inconclusive; GPR55 beta-arrestin: 0.1%; NS5 inhibitors: -34%; MgcRacGAP inhibition: inconclusive; GPR55 LPI antagonism: -1%; AID2073: -16%; Large T inhibition: 5.4µM*; NTR1 agonist: -1.1; GPR35 arrestin U2OS: -6%; NTR1 agonist cell count 20 µM: 59

How did CCC(CO)NC(=O)c1cccc(S(=O)(=O)N2c3ccccc3CC2C)c1 (stereo not drawn) do in these assays?
Yfh1-off respiration: inactive; GPR55 beta-arrestin: 0.2%; NS5 inhibitors: -4%; MgcRacGAP inhibition: -1%; GPR55 LPI antagonism: 8%; AID2073: -5%; Large T inhibition: 1%; NTR1 agonist: -0.7; GPR35 arrestin U2OS: -1%; NTR1 agonist cell count 20 µM: 48

How did Cc1ccc(C(=O)NC2CCCC2)cc1S(=O)(=O)N1CCCCC1 do in these assays?
GPR55 beta-arrestin: -0.1%; NS5 inhibitors: -5%; MgcRacGAP inhibition: 9%; GPR55 LPI antagonism: 5%; AID2073: 2%; Large T inhibition: 29%; NTR1 agonist: -0.6; GPR35 arrestin U2OS: -3%; NTR1 agonist cell count 20 µM: 64

What do the screens show for `CC(C)CCN1C(Nc2ccccc2)=NC[C@@H]1CC(C)C`?
GPR55 beta-arrestin: -0.2%; NS5 inhibitors: -5%; MgcRacGAP inhibition: 15%; GPR55 LPI antagonism: 7%; AID2073: 9%; Large T inhibition: 5%; NTR1 agonist: 0.8; GPR35 arrestin U2OS: 3%; NTR1 agonist cell count 20 µM: 70

How did Cc1cc(OC(=O)c2ccc(S(=O)(=O)N3CCCC3)cc2)c([N+](=O)[O-])c(=O)[nH]1 do in these assays?
Yfh1-off respiration: inactive; GPR55 beta-arrestin: 0.1%; NS5 inhibitors: 7%; MgcRacGAP inhibition: -4%; GPR55 LPI antagonism: 4%; AID2073: 7%; Large T inhibition: -1%; NTR1 agonist: 2.8; GPR35 arrestin U2OS: -10%; NTR1 agonist cell count 20 µM: 79

Results for COc1ccc(C(CC(=O)O)NC(=O)COc2cc(C)ccc2C)cc1OC (stereo not drawn) ?
Yfh1-off respiration: inactive; GPR55 beta-arrestin: -0.3%; GPR55 LPI antagonism: 1%; AID2073: 41%; Large T inhibition: 5%; NTR1 agonist: 1.8; GPR35 arrestin U2OS: 0%; NTR1 agonist cell count 20 µM: 54

How did COc1ccc(N(C(=O)Cn2nnc(-c3ccccc3F)n2)C(C(=O)NCC2CCCO2)c2ccc(Cl)cc2)cc1 (stereo not drawn) do in these assays?
Yfh1-off respiration: inactive; GPR55 beta-arrestin: 0.3%; NS5 inhibitors: -10%; MgcRacGAP inhibition: -6%; GPR55 LPI antagonism: 2%; AID2073: 51%; Large T inhibition: 17%; NTR1 agonist: 0.6; GPR35 arrestin U2OS: 5%; NTR1 agonist cell count 20 µM: 31

What do the screens show for `Cc1ccc(C(=O)Cn2nnc(-c3cccs3)n2)cc1`?
Yfh1-off respiration: inactive; GPR55 beta-arrestin: -0.1%; NS5 inhibitors: -2%; MgcRacGAP inhibition: 15%; GPR55 LPI antagonism: 4%; AID2073: 9%; Large T inhibition: 20%; NTR1 agonist: 2.0; GPR35 arrestin U2OS: -10%; NTR1 agonist cell count 20 µM: 55

Results for Cc1[nH]c(=O)[nH]c(=O)c1S(=O)(=O)N1CCN(c2cccc(Cl)c2)CC1 ?
Yfh1-off respiration: inactive; GPR55 beta-arrestin: 0.3%; NS5 inhibitors: -2%; MgcRacGAP inhibition: 7%; GPR55 LPI antagonism: -3%; AID2073: -1%; Large T inhibition: 4%; NTR1 agonist: -0.1; GPR35 arrestin U2OS: -14%; NTR1 agonist cell count 20 µM: 62

What do the screens show for `CCOC(=O)c1c(C)sc2c1N(C(C)=O)c1cc(Cl)ccc1S2`?
Yfh1-off respiration: inactive; GPR55 beta-arrestin: 0.2%; NS5 inhibitors: -6%; MgcRacGAP inhibition: 2%; GPR55 LPI antagonism: 26%; AID2073: -4%; Large T inhibition: 11%; NTR1 agonist: 1.3; GPR35 arrestin U2OS: 18%; NTR1 agonist cell count 20 µM: 55

How did CC(C)N1CCN(Cc2ccc(-c3ccccc3)cc2)CC1CCO (stereo not drawn) do in these assays?
GPR55 beta-arrestin: -0.1%; NS5 inhibitors: -2%; MgcRacGAP inhibition: 15%; GPR55 LPI antagonism: 0%; AID2073: -6%; Large T inhibition: 6%; NTR1 agonist: 1.8; GPR35 arrestin U2OS: -9%; NTR1 agonist cell count 20 µM: 50

What do the screens show for `CC(=O)c1sc2nc(C)c3c(c2c1N)CCCC3`?
Yfh1-off respiration: inactive; GPR55 beta-arrestin: 0.2%; GPR55 LPI antagonism: -4%; AID2073: -21%; Large T inhibition: 4%; NTR1 agonist: 1.3; GPR35 arrestin U2OS: -1%; NTR1 agonist cell count 20 µM: 47

How did O=C(NCc1ccccc1Cl)C1CCC(CNc2c(N3CCOCC3)c(=O)c2=O)CC1 (stereo not drawn) do in these assays?
Yfh1-off respiration: inactive; GPR55 beta-arrestin: 0.4%; NS5 inhibitors: -10%; MgcRacGAP inhibition: 9%; GPR55 LPI antagonism: 9%; AID2073: 9%; Large T inhibition: 10%; NTR1 agonist: -0.3; GPR35 arrestin U2OS: 0%; NTR1 agonist cell count 20 µM: 72

How did CSc1nc2ccccc2n1CC(=O)Nc1ccc(C)c(C)c1 do in these assays?
Yfh1-off respiration: inactive; GPR55 beta-arrestin: -0.1%; NS5 inhibitors: 3%; MgcRacGAP inhibition: 0%; GPR55 LPI antagonism: 14%; AID2073: 11%; Large T inhibition: 3%; NTR1 agonist: 6.3; GPR35 arrestin U2OS: 6%; NTR1 agonist cell count 20 µM: 71

Results for Nc1nc(SCC(=O)Nc2ccc([N+](=O)[O-])cc2)n[nH]1 ?
Yfh1-off respiration: inactive; GPR55 beta-arrestin: -0.1%; NS5 inhibitors: 1%; MgcRacGAP inhibition: 15%; GPR55 LPI antagonism: -7%; AID2073: -15%; Large T inhibition: -1%; NTR1 agonist: 1.2; GPR35 arrestin U2OS: -3%; NTR1 agonist cell count 20 µM: 65

How did COc1ccc(NC(=O)/C(=C\c2cc(OC)c(OC)cc2[N+](=O)[O-])NC(=O)c2ccccc2)cc1 do in these assays?
Yfh1-off respiration: inactive; GPR55 beta-arrestin: -0.1%; NS5 inhibitors: -8%; MgcRacGAP inhibition: 10%; GPR55 LPI antagonism: 14%; AID2073: -4%; Large T inhibition: 3%; NTR1 agonist: 0.8; GPR35 arrestin U2OS: -2%; NTR1 agonist cell count 20 µM: 39

How did Nc1nc(-c2ccc(Cl)cc2)cc(C(F)(F)F)n1 do in these assays?
Yfh1-off respiration: inactive; GPR55 beta-arrestin: -0.2%; NS5 inhibitors: -1%; MgcRacGAP inhibition: 10%; GPR55 LPI antagonism: -2%; AID2073: 4%; Large T inhibition: 5%; NTR1 agonist: -1.2; GPR35 arrestin U2OS: 21%; NTR1 agonist cell count 20 µM: 62
